TEAD-YAP block – TEAD-YAP interaction inhibition, primary screen, TEAD-YAP interaction inhibitor project, luminescence, HEK-TIYL cells. TEAD-Gal4/YAP UAS-luciferase luminescence. inhibition, % at 9.12 µM. 640,000 tested, 1.4% active. AID 1259422, 2018; in the data active = inhibition above about 32%;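 note: 0% = median of test compound wells and 100% = reference inhibitor wells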
FBW7 act – FBW7 E3 ligase activators, primary screen, biochemical, AlphaScreen, human. F-box/WD repeat-containing protein 7 (Homo sapiens), Q969H0. AlphaScreen FBW7–phospho-cyclin E peptide binding, activator screen. normalized activity (activation), % at 26.1 µM. 650,000 tested, 0.13% active; in the data active = normalized activity above about 1.9%;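 note: purified mutant Fbw7 with reduced substrate affinity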
Target sequence (Q969H0 whole entry, looked up): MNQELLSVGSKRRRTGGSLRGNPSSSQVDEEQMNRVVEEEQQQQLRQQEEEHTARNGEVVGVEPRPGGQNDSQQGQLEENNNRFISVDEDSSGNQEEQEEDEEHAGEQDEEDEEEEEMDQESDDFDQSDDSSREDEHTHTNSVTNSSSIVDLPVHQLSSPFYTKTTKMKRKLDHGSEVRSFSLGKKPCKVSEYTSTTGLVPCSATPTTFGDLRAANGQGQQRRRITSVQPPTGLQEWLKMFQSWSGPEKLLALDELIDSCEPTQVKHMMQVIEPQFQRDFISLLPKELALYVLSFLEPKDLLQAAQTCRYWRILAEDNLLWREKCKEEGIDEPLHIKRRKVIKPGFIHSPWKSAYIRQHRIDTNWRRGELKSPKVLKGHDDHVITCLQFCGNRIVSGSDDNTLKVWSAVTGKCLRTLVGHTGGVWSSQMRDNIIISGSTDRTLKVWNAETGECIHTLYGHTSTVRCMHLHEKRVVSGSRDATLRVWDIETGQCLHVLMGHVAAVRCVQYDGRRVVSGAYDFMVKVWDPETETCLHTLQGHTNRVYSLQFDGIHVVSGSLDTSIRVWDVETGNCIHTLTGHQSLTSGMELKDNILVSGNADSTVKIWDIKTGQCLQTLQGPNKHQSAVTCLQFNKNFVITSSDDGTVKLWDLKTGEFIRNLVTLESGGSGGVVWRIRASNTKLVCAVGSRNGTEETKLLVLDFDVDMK
GPR151 ag – activators of human GPR151, primary screen, cell-based, PathHunter beta-arrestin, luminescence. 650,000 tested, 1% active. PathHunter beta-arrestin GPR151 cells. activation, % at 11.2 µM; in the data active = activation above about 4.9%;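 note: 0% = median of compound wells and 100% = cells with positive control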
Target sequence (Q8TDV0 whole entry, looked up): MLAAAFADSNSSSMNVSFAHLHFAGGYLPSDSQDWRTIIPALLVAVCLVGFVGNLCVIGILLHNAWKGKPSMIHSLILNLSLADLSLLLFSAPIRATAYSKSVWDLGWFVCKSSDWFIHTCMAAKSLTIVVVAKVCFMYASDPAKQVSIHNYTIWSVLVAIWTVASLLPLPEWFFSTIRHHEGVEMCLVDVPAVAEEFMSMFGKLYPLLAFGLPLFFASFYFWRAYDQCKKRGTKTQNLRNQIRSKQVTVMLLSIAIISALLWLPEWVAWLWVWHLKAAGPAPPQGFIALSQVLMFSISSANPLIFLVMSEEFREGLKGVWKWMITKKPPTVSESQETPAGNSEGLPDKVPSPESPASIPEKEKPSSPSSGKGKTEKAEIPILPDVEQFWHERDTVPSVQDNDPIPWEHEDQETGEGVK
MITF inh – MITF inhibitors, primary screen, biochemical, AlphaScreen, human; AID 1259374, 2018; inhibition, % at 2.6 µM; 650,000 tested, 0.91% active; AlphaScreen MITF homodimerization, bead proximity signal; in the data active = inhibition above about 50%;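 note: 0% = vehicle wells with protein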
* hit, by the source's call.

Sample of the layout (10 entries):
CCNC(=O)COc1ccccc1Cl was read as TEAD-YAP block -4, FBW7 act -0.1, GPR151 ag 2.7 and MITF inh 7.
For CCOc1ccc(Nc2cc(C(=O)NCCCN(CC)CC)c3ccccc3n2)cc1 the results were TEAD-YAP block -9, FBW7 act 0.2, GPR151 ag -1.0 and MITF inh -6.
Screening O=C(Nc1ccc2c(c1)C(=O)Nc1ccccc1O2)c1ccc(Br)cc1 returned TEAD-YAP block -10, FBW7 act -0.1, GPR151 ag 1.2 and MITF inh -16.
COc1ccc(C2c3cccn3CCN2S(=O)(=O)c2ccccc2[N+](=O)[O-])cc1OC (centres undefined) was read as TEAD-YAP block 7, FBW7 act 0.1, GPR151 ag 1.3 and MITF inh 11.
Screening O=C(OCc1ccccc1C(F)(F)F)c1ccc(S(=O)(=O)NCc2ccco2)cc1 returned TEAD-YAP block -3, FBW7 act 0.1, GPR151 ag 2.1 and MITF inh -3.
NC(=O)c1ccc(-c2nc(NCc3nc4ccccc4[nH]3)c3[nH]cnc3n2)cc1 was read as TEAD-YAP block -1, FBW7 act 0.1, GPR151 ag -1.5 and MITF inh -1.
Screening COc1ccc(C(=O)N2CCC(c3ncncc3-c3ccncc3)CC2)o1 returned TEAD-YAP block 2, FBW7 act 0.0, GPR151 ag -0.2 and MITF inh 9.
Screening O=C(Cn1c(=O)c2ccccc2n2nnc(-c3ccccc3)c12)Nc1ccccc1 returned TEAD-YAP block -6, FBW7 act -0.2, GPR151 ag -2.5 and MITF inh 6.
Screening NC(=O)c1ccc(NC(=O)COc2ccc3ccccc3c2)cc1 returned TEAD-YAP block 0, FBW7 act -0.1, GPR151 ag -0.5 and MITF inh -7.
Screening CCCN1CCN(CCCNC(=O)CN2N=C(c3ccc(Cl)cc3)CCC2=O)CC1 returned TEAD-YAP block 1, FBW7 act -0.1, GPR151 ag -0.1 and MITF inh 5.

Results, previewed entries included:
CCNC(=O)COc1ccccc1Cl was read as TEAD-YAP block -4, FBW7 act -0.1, GPR151 ag 2.7 and MITF inh 7.
For CCOc1ccc(Nc2cc(C(=O)NCCCN(CC)CC)c3ccccc3n2)cc1 the results were TEAD-YAP block -9, FBW7 act 0.2, GPR151 ag -1.0 and MITF inh -6.
Screening O=C(Nc1ccc2c(c1)C(=O)Nc1ccccc1O2)c1ccc(Br)cc1 returned TEAD-YAP block -10, FBW7 act -0.1, GPR151 ag 1.2 and MITF inh -16.
COc1ccc(C2c3cccn3CCN2S(=O)(=O)c2ccccc2[N+](=O)[O-])cc1OC (centres undefined) was read as TEAD-YAP block 7, FBW7 act 0.1, GPR151 ag 1.3 and MITF inh 11.
Screening O=C(OCc1ccccc1C(F)(F)F)c1ccc(S(=O)(=O)NCc2ccco2)cc1 returned TEAD-YAP block -3, FBW7 act 0.1, GPR151 ag 2.1 and MITF inh -3.
NC(=O)c1ccc(-c2nc(NCc3nc4ccccc4[nH]3)c3[nH]cnc3n2)cc1 was read as TEAD-YAP block -1, FBW7 act 0.1, GPR151 ag -1.5 and MITF inh -1.
Screening COc1ccc(C(=O)N2CCC(c3ncncc3-c3ccncc3)CC2)o1 returned TEAD-YAP block 2, FBW7 act 0.0, GPR151 ag -0.2 and MITF inh 9.
Screening O=C(Cn1c(=O)c2ccccc2n2nnc(-c3ccccc3)c12)Nc1ccccc1 returned TEAD-YAP block -6, FBW7 act -0.2, GPR151 ag -2.5 and MITF inh 6.
Screening NC(=O)c1ccc(NC(=O)COc2ccc3ccccc3c2)cc1 returned TEAD-YAP block 0, FBW7 act -0.1, GPR151 ag -0.5 and MITF inh -7.
Screening CCCN1CCN(CCCNC(=O)CN2N=C(c3ccc(Cl)cc3)CCC2=O)CC1 returned TEAD-YAP block 1, FBW7 act -0.1, GPR151 ag -0.1 and MITF inh 5.
Screening CCOc1cc(/C=N/Nc2cn[nH]c(=O)n2)ccc1O returned TEAD-YAP block 10, FBW7 act 0.0, GPR151 ag -1.4 and MITF inh 10.
`CS(=O)(=O)Nc1cccc(-c2cnc3c(NCc4ccco4)nccn23)c1` gave TEAD-YAP block -4, FBW7 act -0.7, GPR151 ag -0.8 and MITF inh 4.
O=C1OC(Nc2ccc([N+](=O)[O-])cc2O)c2ccccc21 (centres undefined) was read as TEAD-YAP block -7, FBW7 act -0.1, GPR151 ag -1.2 and MITF inh 9.
For O=C1CC(c2ccccc2[N+](=O)[O-])NC(=O)N1 (centres undefined) the results were TEAD-YAP block 4, FBW7 act 0.0, GPR151 ag -0.8 and MITF inh -2.
For COc1ccc2[nH]c(=O)c(CN(Cc3ccco3)C(C)=O)cc2c1 the results were TEAD-YAP block 4, FBW7 act -0.1, GPR151 ag 0.2 and MITF inh 30.

Quoted at random: two compounds from above
For CCOc1ccc(Nc2cc(C(=O)NCCCN(CC)CC)c3ccccc3n2)cc1 the results were TEAD-YAP block -9, FBW7 act 0.2, GPR151 ag -1.0 and MITF inh -6.
Screening COc1ccc(C(=O)N2CCC(c3ncncc3-c3ccncc3)CC2)o1 returned TEAD-YAP block 2, FBW7 act 0.0, GPR151 ag -0.2 and MITF inh 9.

The list goes on:
CCOc1ccccc1-c1nn2c(-c3ccccc3)nnc2s1 was read as TEAD-YAP block -4, FBW7 act 0.1, GPR151 ag 3.9 and MITF inh 10.
O=C1NC(=O)C2C1C(c1ccccc1O)NN2Cc1ccccc1 (centres undefined) was read as TEAD-YAP block 0, FBW7 act 0.0, GPR151 ag -0.6 and MITF inh 2.
COc1ccc(-c2nnc(NC(=O)c3cccc([N+](=O)[O-])c3)o2)cc1 was read as TEAD-YAP block -7, FBW7 act 0.0, GPR151 ag 0.7 and MITF inh -3.
Screening Cc1cc(C(=O)Nc2nc(C)c(C(=O)N(C)C)s2)ccc1[N+](=O)[O-] returned TEAD-YAP block -28, FBW7 act 0.5, GPR151 ag -1.1 and MITF inh 11.
Screening Cc1cc(C)nc(SC(C)C(=O)Nc2cccc(Cl)c2)n1 (centres undefined) returned TEAD-YAP block 4, FBW7 act 0.0, GPR151 ag 4.2 and MITF inh 18.
`CC(=O)Oc1coc2ccc3c(C)cc(=O)oc3c12` gave TEAD-YAP block -10, FBW7 act -0.1, GPR151 ag -0.7 and MITF inh 5.
Screening CCOc1ccc(NS(=O)(=O)c2ccc(NC(=O)c3ccc(OC)cc3)cc2)cc1 returned TEAD-YAP block -2, FBW7 act -0.2, GPR151 ag 1.0 and MITF inh 7.
`CCN1CCN(CCCCOc2cccc(C(C)=O)c2)CC1` gave TEAD-YAP block -7, FBW7 act -0.3, GPR151 ag 1.0 and MITF inh 59*.
Screening Cc1ccc(C(C)(C)C)cc1S(=O)(=O)N1CCN(CCO)CC1 returned TEAD-YAP block -12, FBW7 act -0.1, GPR151 ag -0.7 and MITF inh -5.
O=C(CCc1nnc(CCc2c[nH]c3ccccc23)o1)N1CCCCCC1 was read as TEAD-YAP block 3, FBW7 act 0.2, GPR151 ag -0.2 and MITF inh 3.
Screening Cc1cnc(C)c(NC2CCCCNC2=O)n1 (centres undefined) returned TEAD-YAP block 11, FBW7 act -0.1, GPR151 ag 8.0* and MITF inh 6.
For COc1ccc(Cl)cc1C(=O)Nc1ccc(S(=O)(=O)NC(C)=O)cc1 the results were TEAD-YAP block -2, FBW7 act 0.1, GPR151 ag 1.7 and MITF inh 23.
For N#Cc1c(NC(=O)COC(=O)c2n[nH]c3ccccc23)sc2c1CCCCC2 the results were TEAD-YAP block -19, FBW7 act 0.4, GPR151 ag 1.0 and MITF inh 9.
CC(C)C(=O)N1CCC(n2nc(-c3cccs3)oc2=O)CC1 was read as TEAD-YAP block 0, FBW7 act 0.0, GPR151 ag -0.6 and MITF inh 15.
Screening N#Cc1c(-c2ccc([N+](=O)[O-])cc2)[nH]c(=S)[nH]c1=O returned TEAD-YAP block 8, FBW7 act 0.1, GPR151 ag 0.7 and MITF inh 11.
`O=C(CSc1cn(CCNC(=O)c2ccc(F)cc2)c2ccccc12)NCC1CCCO1` (centres undefined) gave TEAD-YAP block 10, FBW7 act -0.1, GPR151 ag -0.6 and MITF inh 6.
For Cc1cccc(N2CC(O)(c3ccc4c(c3)OCCO4)[N+]3=C2CCCC3)c1 (centres undefined) the results were TEAD-YAP block 3, FBW7 act -0.1, GPR151 ag 0.2 and MITF inh 13.
Screening O=C(NCCOc1ccccc1)c1cnc(NC2CCC(O)CC2)s1 (centres undefined) returned TEAD-YAP block -21, FBW7 act 0.0, GPR151 ag 2.1 and MITF inh -1.
`COC(=O)C(CC(C)C)NC(=O)c1ccc([N+](=O)[O-])cc1` (centres undefined) gave TEAD-YAP block 16, FBW7 act -0.1, GPR151 ag 2.0 and MITF inh 6.
C/C(=N\O)C1(C)N(O)C(C)(C)C(c2ccc(F)cc2)=[N+]1[O-] (centres undefined) was read as TEAD-YAP block 3, FBW7 act 0.1, GPR151 ag 0.8 and MITF inh -2.
`COc1cc(OC)c(CN2CCc3nnc(C(C)NC(=O)C(C)C)n3CC2)c(OC)c1` (centres undefined) gave TEAD-YAP block -2, FBW7 act 1.2, GPR151 ag 0.4 and MITF inh 25.
CC(C)(C)c1ccc(C(=O)NNC(=O)c2ccccc2Cl)cc1 was read as TEAD-YAP block -27, FBW7 act 0.2, GPR151 ag 1.8 and MITF inh 7.
Cc1ccc2ncnc(Nc3cccc(C(=O)O)c3)c2c1 was read as TEAD-YAP block 2, FBW7 act 0.6, GPR151 ag -0.6 and MITF inh 21.
Screening Cc1ccccc1C(=O)N/C(=C\c1coc2ccc(Cl)cc2c1=O)C(=O)N1CC2CC(C1)c1cccc(=O)n1C2 (centres undefined) returned TEAD-YAP block -1, FBW7 act 0.0, GPR151 ag 1.0 and MITF inh 15.
CN(C)c1ccc(/C=N/N2C(=O)C3C(C2=O)C2C=CC3C23CC3)cc1 (centres undefined) was read as TEAD-YAP block -5, FBW7 act 0.2, GPR151 ag -2.1 and MITF inh 13.
Screening CC(CC(F)(F)F)N1CCC(CO)(CCc2ccccc2)CC1 (centres undefined) returned TEAD-YAP block 1, FBW7 act -0.1, GPR151 ag -0.3 and MITF inh 5.
For Cc1cc(C)cc(N(C(C)C(=O)NCC2CCCO2)S(C)(=O)=O)c1 (centres undefined) the results were TEAD-YAP block -2, FBW7 act 1.0, GPR151 ag -0.7 and MITF inh 17.
For CC(=O)c1ccc(NS(=O)(=O)c2cccc3cccnc23)cc1 the results were TEAD-YAP block 3, FBW7 act 0.2, GPR151 ag -1.0 and MITF inh 10.
CCN(CC)c1nc(Nc2ccc3c(c2)OCO3)nc(N2CCN(c3ccccn3)CC2)n1 was read as TEAD-YAP block 5, FBW7 act 0.1, GPR151 ag 0.4 and MITF inh 12.
`CCn1cc2c(n1)-c1c(oc(C(=O)Nc3ccc(OC)c(OC)c3)c1C)CC2` gave TEAD-YAP block -31, FBW7 act -0.1, GPR151 ag 1.0 and MITF inh -1.
For CC(C)(C)C(=O)Nc1sc2c(c1C(=O)Nc1cccc3ccccc13)CCCCC2 the results were TEAD-YAP block -9, FBW7 act 0.1, GPR151 ag -1.3 and MITF inh 8.
Screening S=C(NCCN1CCCCC1)Nc1ccc2c(c1)OCO2 returned TEAD-YAP block -1, FBW7 act -0.2, GPR151 ag 1.6 and MITF inh 11.
Screening COCCn1c(C)cc(/C=C2\C(=O)NC(=O)N(Cc3ccccc3Cl)C2=O)c1C returned TEAD-YAP block 12, FBW7 act -0.2, GPR151 ag -1.1 and MITF inh 1.
Screening COc1ccc(C(C)=O)c(OC(C)=O)c1 returned TEAD-YAP block 3, FBW7 act -0.1, GPR151 ag 0.8 and MITF inh -24.
Screening Cc1ccc(S(=O)(=O)NC(C(=O)N2CCOCCOCCOCC2)C(C)C)cc1 (centres undefined) returned TEAD-YAP block -2, FBW7 act 0.1, GPR151 ag -0.5 and MITF inh 10.
CN(C)S(=O)(=O)c1ccc(C(=O)NC2CC2)o1 was read as TEAD-YAP block 1, FBW7 act -0.1, GPR151 ag 0.8 and MITF inh 0.
Screening Cc1cc(Br)ccc1OCC(=O)NNC(=O)c1ccccc1C returned TEAD-YAP block 2, FBW7 act -0.4, GPR151 ag 0.5 and MITF inh -8.
CCOc1ccc(NC(=O)CSc2nc3ccsc3c(=O)n2NC(=O)COc2ccccc2Br)cc1 was read as TEAD-YAP block -2, FBW7 act 0.1, GPR151 ag -0.7 and MITF inh -7.
Screening COc1ccc(OC)c(C(C)NC(=O)c2ncoc2-c2cccs2)c1 (centres undefined) returned TEAD-YAP block -6, FBW7 act -0.1, GPR151 ag -0.5 and MITF inh 14.
`COc1cccc(NC(=O)C2C3C=CC4(O3)C2C(=O)N(Cc2ccccc2OC)C4C(=O)NC2CCCCC2)c1` (centres undefined) gave TEAD-YAP block -1, FBW7 act 0.0, GPR151 ag -0.6 and MITF inh 3.
Screening Cc1cc2c(c(=O)o1)C(c1cc(Br)ccc1F)C(C#N)=C(N)O2 (centres undefined) returned TEAD-YAP block 10, FBW7 act 0.0, GPR151 ag 0.7 and MITF inh -2.
For CC(C)C[C@@H]1NC(=O)[C@@H]2C[C@H](NC(=O)Nc3cccc(C(F)(F)F)c3)CN2C1=O the results were TEAD-YAP block -12, FBW7 act 0.1, GPR151 ag 12* and MITF inh -24.
`NS(=O)(=O)c1ccc(CCNC(=O)c2cccc([N+](=O)[O-])c2)cc1` gave TEAD-YAP block 2, FBW7 act -0.1, GPR151 ag -0.2 and MITF inh 10.
For CC(=O)N(CN1C(=O)c2ccc([N+](=O)[O-])cc2C1=O)c1ccccc1C(=O)O the results were TEAD-YAP block -6, FBW7 act -0.1, GPR151 ag -0.7 and MITF inh -4.
For CCCc1ccc(OCCNC(=O)c2ccc3ccccc3n2)cc1 the results were TEAD-YAP block -6, FBW7 act 0.3, GPR151 ag -0.8 and MITF inh 11.
COC(=O)C1=CN(Cc2ccc(F)cc2)C=C(C(=O)OC)C1c1ccccc1OC was read as TEAD-YAP block -1, FBW7 act 0.2, GPR151 ag -0.7 and MITF inh 2.

Screens from PubChem.
